# Screening results deposited in PubChem by Broad Institute.
# ERAP1 HTS inh – blocks human ERAP1 aminopeptidase activity | Q9NZ08 | hit rate 0.15% among 340,000 | inhibition, % at 10.7 µM | AID 652197 | recombinant ERAP1, Leu-AMC fluorescence, 60 min;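 active = mean replicate inhibition of at least 30%, or all replicates individually reaching that 30% level; inactive = mean below 30% and not every replicate reaching it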;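 also: 0% = neutral control wells and 100% = L-leucinethiol positive control wells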
# Target sequence (Q9NZ08 whole entry, looked up): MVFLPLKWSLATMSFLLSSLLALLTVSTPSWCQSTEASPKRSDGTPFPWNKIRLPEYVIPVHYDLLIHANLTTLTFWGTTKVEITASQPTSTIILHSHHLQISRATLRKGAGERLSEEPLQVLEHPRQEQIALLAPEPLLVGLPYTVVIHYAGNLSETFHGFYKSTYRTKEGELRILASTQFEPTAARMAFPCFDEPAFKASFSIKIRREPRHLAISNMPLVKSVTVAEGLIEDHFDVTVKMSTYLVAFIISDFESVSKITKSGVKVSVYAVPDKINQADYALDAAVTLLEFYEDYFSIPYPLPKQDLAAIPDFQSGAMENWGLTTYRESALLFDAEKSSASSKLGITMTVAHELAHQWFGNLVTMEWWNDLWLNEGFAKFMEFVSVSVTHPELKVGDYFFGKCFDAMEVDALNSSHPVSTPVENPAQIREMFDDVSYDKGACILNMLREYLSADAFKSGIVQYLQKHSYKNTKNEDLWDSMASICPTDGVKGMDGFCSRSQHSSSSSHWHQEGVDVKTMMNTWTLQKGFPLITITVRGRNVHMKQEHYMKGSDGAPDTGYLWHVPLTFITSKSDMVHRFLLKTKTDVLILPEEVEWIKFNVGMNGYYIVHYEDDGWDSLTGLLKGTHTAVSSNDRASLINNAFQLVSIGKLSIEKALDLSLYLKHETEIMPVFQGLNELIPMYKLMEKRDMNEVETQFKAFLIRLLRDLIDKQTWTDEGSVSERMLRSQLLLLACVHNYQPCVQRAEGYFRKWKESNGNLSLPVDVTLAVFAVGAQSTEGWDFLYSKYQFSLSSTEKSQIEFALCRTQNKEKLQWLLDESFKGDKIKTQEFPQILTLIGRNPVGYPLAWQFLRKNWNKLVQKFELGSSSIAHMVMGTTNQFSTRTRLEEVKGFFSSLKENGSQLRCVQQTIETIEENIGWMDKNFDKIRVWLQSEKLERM
# DENV2 CPE – protects cells from dengue virus 2 cytopathic effect; hit rate 1.7% among 350,000; CPE inhibition, % at 9.99 µM; AID 651640; DENV2-infected cells, cytopathic effect rescue, plate reader; in the data active = CPE inhibition above about 20%, passing the limit was not always enough; inconclusive = no clear call, values can overlap the other calls; tested in BHK-21 cells;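 also: 0% = median of neutral control wells and 100% = median of positive control wells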
# CASP6 VEID inh – caspase-6 (human) enzyme inhibition | P55212 | purified caspase-6, Z-VEID-R110 cleavage fluorescence | inhibition, % at 12.5 µM | hit rate 0.53% among 350,000;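 active = mean inhibition across replicates at least about 35%, with every replicate also reaching that limit, limit read from the data; inconclusive = only one of the two criteria met; inactive = neither criterion met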;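 also: 0% = median of neutral control wells and 100% = no fluorescence left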
# ERp5 inh – ERp5 (human) disulfide isomerase inhibition; hit rate 0.05% among 350,000; Q15084; AID 651711; inhibition, % at 9.99 µM; ERp5 insulin aggregation, absorbance 650 nm, 90 min;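 active = mean replicate inhibition above about 25%, with every replicate also reaching it, limit read from the data, passing the limit was not always enough; inconclusive = only one of those two criteria met; inactive = neither criterion met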
# F508del corr – correctors of CFTR F508del function in bronchial epithelial cells; CFBE cells, YFP halide quenching; stimulated with forskolin plus potentiator P3; % fluorescence drop versus neutral controls; activity (quench increase), % at 7.58 µM; hit rate 0.36% among 350,000; AID 720511;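 active = mean added fluorescence quench of at least 8% versus neutral control, with both replicates also reaching 8%; inconclusive = only one of the mean or replicate conditions met; inactive = mean below 8% and not both replicates reaching 8%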;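 also: cells transiently co-express mutant CFTR-F508del with the halide-sensitive YFP; corrector assay measuring rescue of mutant channel to the surface after 24 h compound exposure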
# miR-122 sensor – blocks miR-122 activity in Huh7 sensor cells. activation (reporter increase), % at 12.5 µM. hit rate 0.3% among 340,000. Huh7 miR-122 Renilla luciferase sensor, 48 h; neutral wells = 0, positive control = 100;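 active = mean replicate activation score at least 90 and every replicate individually at or above 90; inconclusive = only one of the two criteria met; inactive = neither criterion met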;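 also: higher luciferase means less miR-122 activity so hits act as miR-122 inhibitors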
# SIRT5 block – inhibitors of human sirtuin-5 desuccinylase; Q9NXA8; Purified SirT5, succinyl-peptide AMC, trypsin-coupled fluorescence; inhibition, % at 15 µM; hit rate 1.1% among 330,000; in the data active = inhibition above about 15%; inconclusive = no clear call, values can overlap the other calls
# The depositor's hits bear a star; ? = inconclusive; / = not tested or not shown; & = joins results of further samples; [ ] = dose if it differs, or a comment.
SMILES,ERAP1 HTS inh,DENV2 CPE,CASP6 VEID inh,ERp5 inh,F508del corr,miR-122 sensor,SIRT5 block
C(=N\Nc1nc(N2CCCC2)nc(N2CCCC2)n1)/c1cccnc1,4,2,1,-1,-0.6,/,0
O=C(O[C@@H]1[C@H](Cc2ccccc2)NS(=O)(=O)[C@H]2C[C@@H]3C=C[C@]12O3)c1ccccc1Br,-4,-7,/,4,0.7,-1,/
C#CCN1C=CC(=O)[C@@H](OC(=O)Nc2ccccc2Br)[C@H]1c1ccccc1Br,-1,-3,2,-1,-1.6,11,14
CCCCNC(=S)N(CCN(CC)CC)Cc1cc2cc3c(cc2[nH]c1=O)OCCO3,2,4,0,-2,3.3,-2,-3
COCC(=O)N[C@H]1CC[C@@H](CC(=O)N2CCCCC2)O[C@@H]1CO,1,-8,-2,-5,-1.5,-11[16.7 µM],7
Cc1nc(-c2ccc(F)cc2)c(CC(=O)Nc2cccc(S(=O)(=O)N3CCOCC3)c2)s1,3,-1,7,4,-2.0,0,0
CCNC(=O)C[C@H]1CC[C@H]2[C@@H](COc3ccc(NC(=O)Nc4cccc(Cl)c4)cc3C(=O)N2C)O1,-1,-2,0,-1,-0.9,0[16.7 µM],2
COc1ccc(-c2cc(C(=O)Nc3cnn(Cc4ccccc4C)c3)no2)cc1OC,2,6,6,2,0.0,-6,-1
S=C(Cc1ccccc1)NCCc1ccccc1,-1,2,-4,0,0.8,0,/
CCOc1ccc(NS(=O)(=O)c2ccc(NC(C)=O)c(OC)c2)cc1,1,/,1,0,/,0,-3
O=C(c1ccccn1)N1CC[C@H]2[C@H](CO)Nc3ccc(-c4cccc(F)c4)cc3[C@H]21,/,15,/,/,-2.4,4[16.7 µM],/
Cc1noc(C)c1S(=O)(=O)Nc1ccc2c(c1)C(=O)N([C@@H](C)CO)C[C@H](C)[C@H](CN(C)Cc1ccccc1)OCCCC[C@H](C)O2,1,-2,4,6,-1.1,-1[16.7 µM],6
CC(C)NC(=O)Nc1ccc2c(c1)CC(=O)N([C@H](C)CO)C[C@H](C)[C@H](CN(C)S(=O)(=O)c1cn(C)cn1)O2,2,-1,1,-6,-1.7,-10[16.7 µM],-4
O=[N+]([O-])c1cc2c(c3cccnc13)COCO2,-2,-3,7,-2,-0.4,/,-3
O=C(CCN1CCCCC1)N[C@H]1CC[C@@H](CCn2cc(-c3ccc(F)cc3)nn2)O[C@@H]1CO,-2,4,3,4,-1.9,/,2
CCC(=O)Nc1ccc2c(c1)OC[C@H](C)N(C(=O)Cc1cccnc1)C[C@H](C)[C@H](OC)CN(C)C2=O,1,1,0,0,-0.4,/,-8
Cc1nc(NC(=O)c2ccc(Br)o2)sc1C,10,/,-3,8,/,7,-14
CCC(=O)N(C)C[C@@H]1Oc2cc(C3=CCCC3)ccc2S(=O)(=O)N([C@H](C)CO)C[C@H]1C,0,2,2,3,0.5,-3[16.7 µM],5
COc1ccc(-c2ccc3c(c2)O[C@H](CN(C)C)[C@H](C)CN([C@@H](C)CO)S3(=O)=O)cc1,0,-3,-3,5,-3.1,13[16.7 µM],-6
OCCC1CN(Cc2ccc3c(c2)CCO3)CCN1C1CCCC1 (configuration not stated),-3,-3,-1,-3,-0.4,/,-4
Cc1ccc(NC(=O)CSc2nnc([C@H](C)NC(=O)OC(C)(C)C)o2)c(C)c1,/,9,-4,-2,1.8,-10,0
CCCC(=O)Nc1ccc2c(c1)OC[C@@H](C)N(CCC)C[C@H](C)[C@@H](OC)CN(C)C2=O,3,11,-2,-1,0.3,/,-2
Cc1c(C(=O)N2CCOCC2)c(S(=O)(=O)Nc2ccccc2F)c(C)n1C,2,3,1,3,-1.8,2,0
COc1ccc(-c2csc(NC(=O)c3ccoc3C)n2)cc1,-4,-5,1,-7,-0.9,/,2
COCCNC(=O)c1cn(C)c2ccc(S(=O)(=O)N(C)C3CCCCC3)cc2c1=O,/,6,-1,9,-5.1,/,/
CC[C@@]1(C(=O)OC)N[C@H](CN(C)S(=O)(=O)c2ccccc2)[C@@H]2C(=O)N(C)C(=O)[C@@H]21,-1,0,2,3,1.5,/,-1
CN1C(=O)c2cc(NS(=O)(=O)c3ccc(F)cc3)ccc2OC[C@H]2O[C@H](CC(=O)O)CC[C@H]21,-1,3,-1,-2,0.9,1[16.7 µM],-2
CC(=O)N1C(C(=O)O)Cc2c([nH]c3ccccc23)C1C (configuration not stated),1,1,0,5,-1.6,1,8
CC(C)COC(=O)c1cc(-c2ccc(/C=N/n3cnnc3)o2)ccc1Cl,2,/,1,4,/,-3,-5
Cc1ccc(N2CC(C(=O)N3CCC(C(=O)Nc4ccc(Br)cc4)CC3)CC2=O)cc1 (configuration not stated),6,4,5,3,-0.8,-6,/
Nn1c(Nc2ccccc2)nc2sc3c(c2c1=O)CCCC3,-3,16,-3,3,1.4,/,2
CCN(C(=O)COC(=O)CSc1ccc(C)c(C)c1)C1CCS(=O)(=O)C1 (configuration not stated),1,6,1,-4,1.9,-6,2
COc1cc(CN2C(=O)C(CCc3ccccc3)ON=C2c2cnccn2)cc(OC)c1 (configuration not stated),/,17,-1,-6,-2.3,/,/
Oc1ccc(Cl)cc1C1=NCCNC(C(F)(F)C(F)F)=C1,8,/,0,-1,/,-7,-1
CS(=O)(=O)c1ccc(Cl)c(NC(=O)CSc2nncn2-c2ccccc2)c1,-1,2,2,0,-0.8,-1,-10
O=C(Nc1ccccc1F)C1CCN(C(=O)NCc2ccccc2)CC1,-3,3,-1,3,-0.1,-2,-5
CC=Cc1ccc2n(c1=O)C[C@@H]1[C@@H](CO)[C@H](C(=O)NCC)[C@H]2N1C(C)=O (mixture of isomers),1,-5,1,2,0.4,-5[16.7 µM],-13
CO[C@H]1CN(C)C(=O)c2cc(NC(=O)C3CCCC3)ccc2OC[C@H](C)N(C(=O)CC2CC2)C[C@H]1C,1,0,3,6,2.8,19[16.7 µM],2
O=C(c1ccco1)N1CCN(C(=O)N2CCCCC2)CC1,5,14,-2,2,4.8,/,-6
COc1cccc(S(=O)(=O)N2C[C@H](O)COC[C@@H]3O[C@@H](CC(=O)NCCCN4CCOCC4)CC[C@H]32)c1,0,-1,-2,0,-2.9,-1[16.7 µM],-2
C[C@H]1CN([C@@H](C)CO)C(=O)c2cc(C#Cc3ccccc3)cnc2O[C@H]1CN(C)C(=O)c1ccccc1F,-4,-3,1,-1,-1.5,-11[16.7 µM],0
Cc1ccc(C(=O)N2CCC(n3nccc3NC(=O)Nc3cccc(F)c3)CC2)cn1,-2,10,5,2,-3.3,-4,-1
OC(c1ccccc1)c1ncc(-c2ccccc2F)[nH]1 (configuration not stated),0,1,1,4,-1.8,31,-2
Cc1nn(-c2ccccc2)c2c1C(c1ccc(Cl)cc1)N(c1ccccc1)C(=O)N2 (configuration not stated),2,5,-5,1,-1.7,/,-1
COc1ccc(CN2C[C@]3(CO)O[C@@H](CO)C[C@@H]3S2(=O)=O)cc1,0,5,3,1,-3.5,7,-3
CC(C)CC#Cc1cnc2c(c1)C(=O)N([C@H](C)CO)C[C@H](C)[C@@H](CN(C)C(=O)c1cnccn1)O2,1,-2,1,3,-2.3,-1[16.7 µM],-2
C[C@H](CO)N1C[C@H](C)[C@@H](CN(C)S(=O)(=O)c2cn(C)cn2)OCc2cn(nn2)CCCC1=O,-2&-4,2&-2,0&-1,1&2,0.4&-2.4,-4,-3&0
Cc1ccccc1-c1ccc2c(c1)O[C@@H](CN(C)C(=O)Nc1ccc(C(F)(F)F)cc1)[C@H](C)CN([C@@H](C)CO)S2(=O)=O,1&0,0&-1,2&-3,-3&4,-0.3&-2.5,14,-9&2
CN1C(=O)c2cc(NS(C)(=O)=O)ccc2OC[C@H]2O[C@@H](CC(=O)O)CC[C@H]21,-5,13,4,-2,-1.2,-22[16.7 µM],2
COc1ccc(NC(=O)CCCN2C(=O)C(c3ccccc3)Oc3cccnc32)c(OC)c1 (configuration not stated),-1,6,0,2,0.5,2,-3
C[C@H]1O[C@@H](O[C@H]2[C@@H](O)C[C@H](O[C@H]3[C@@H](O)C[C@H](O[C@H]4CC[C@@]5(C)[C@H](CC[C@@H]6[C@@H]5C[C@@H](O)[C@]5(C)[C@@H](C7=CC(=O)OC7)CC[C@]65O)C4)O[C@@H]3C)O[C@@H]2C)C[C@H](O)[C@@H]1O,-2,1,/,-11,1.9,-18,-1
COc1ccc(CNC(=O)c2ccc3c(=O)n4c(nc3c2)CCCCC4)cc1OC,-3,-1,4,0,-3.6,-5,0
C[C@H](CO)N1C[C@H](C)[C@H](CN(C)S(=O)(=O)c2cccc(F)c2)Oc2cc(Br)ccc2S1(=O)=O,2&2,1&-12,-2&0,-6&-7,1.8&0.4,-2,-17&0
CCN(CC)C(=O)C1=C(C)N(Cc2ccccc2)C(=O)C(CC(=O)NCc2ccco2)C1 (configuration not stated),0,6,2,5,-3.3,-2,/
COc1ccc(NC(=O)N2C[C@@H]3[C@H](c4ccccc42)[C@H](CO)N3Cc2ccccn2)cc1,-1,-7,1,-1,1.5,33[16.7 µM],7
Cc1cc(C(=O)COC(=O)c2cccnc2Cl)c(C)n1C,2,1,1,-1,0.1,/,-3
COc1cc(OC)cc(-c2c(C#Cc3ccsc3)c3cc(-c4ccc(OC)cc4F)ccc3n2C)c1,-2,12,3,1,-1.2,6,-3
Cc1ccc(S(=O)(=O)NCCc2c[nH]c3ccccc23)cc1,0,18,0,0,/,2,-3
CCOc1ccc(NC(=O)c2ccc(NS(=O)(=O)c3cccc4cccnc34)cc2)cc1,-2,0,0,0,2.3,10,-2
O=C(NCc1cccnc1)c1ccc([N+](=O)[O-])cc1,3,-1,-4,1,-6.2,1,-6
# The results go on:
SMILES,ERAP1 HTS inh,DENV2 CPE,CASP6 VEID inh,ERp5 inh,F508del corr,miR-122 sensor,SIRT5 block
C[C@@H]1CN([C@H](C)CO)S(=O)(=O)c2ccc(C#CC3(O)CCCC3)cc2O[C@H]1CN(C)C(=O)c1ccncc1,-4,14,1,10,3.5,-3[16.7 µM],2
COc1ccccc1C1SCCN1S(=O)(=O)c1cccc(C(F)(F)F)c1 (configuration not stated),-4,-2,0,-1,-1.8,15,-10
CCc1nc2cc3sc(CC)nc3cc2s1,-3,?,0,0,-0.8,2,-2
CCN1C(=O)[C@H]2[C@@H](c3ccc(OC)cc3)N[C@]3(CCCN(Cc4cccn4C)C3=O)[C@H]2C1=O,-2,-3,6,-3,0.3,-1,-2
Cc1cccc(C(=O)N2CCc3ccccc3C2)c1[N+](=O)[O-],7,?,-1,0,/,/,0
CSc1oc(-c2ccc(F)cc2)nc1S(=O)(=O)c1ccc(F)cc1,-1,-1,0,4,-2.7,0,7
COc1ccc(C(=O)Nc2ccc3c(c2)C(=O)N(C)C[C@H](OC)[C@@H](C)CN[C@H](C)CO3)cc1,1,5,-1,2,-1.3,-8[16.7 µM],-6
O=C(NNC(=O)c1csc(-c2ccccc2)n1)c1ccccc1,-2,3,-3,0,-0.5,-2,2
COCC(O)Cn1ccnc1[N+](=O)[O-] (configuration not stated),-3,2,-1,-4,2.7,/,1
O=C(C[C@@H]1CC[C@H]2[C@@H](COC[C@H](O)CN2S(=O)(=O)c2cccc(Cl)c2)O1)NCCCN1CCOCC1,-2,-2,-25,5,-3.7,2[16.7 µM],2
O=C(C[C@H]1CC[C@@H]2[C@H](COC[C@@H](O)CN2C(=O)Nc2ccc(Cl)cc2)O1)NCC1CCCCC1,/,1,/,/,-1.0,-3[16.7 µM],/
COc1ccc(NC(=O)C2CCCN(C(=O)Nc3ccc(F)cc3)C2)cc1 (configuration not stated),1,9,/,2,-2.1,-3,-2
CSc1ccccc1NC(=O)c1cc2ncc(Br)cn2n1,-4,6,16,-8,0.0,6,1
COc1ccc(C2=NN(Cc3c(F)cccc3Cl)C(=O)CC2)cc1,-1,2,0,0,0.6,/,-1

# Outcome played no part in choosing rows; overall some 4% were active at least once.
